dFosB activator: activators of delta FosB homodimer, primary screen, biochemical, fluorescence polarization, TAMRA-CDK5 oligo, single point. Protein FosB (Mus musculus), P13346. purified delta FosB; percent of positive-control signal above neutral wells. activation, % at 25 µM. actives 0.99% (n = 340,000);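 active means mean activation above about 17%, with every replicate also reaching it, limit read from the data, passing the limit was not always enough; inconclusive means only one of the two conditions met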;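 further: fluorescence polarization rise as delta FosB binds a TAMRA Cdk5 AP-1 oligo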
Target sequence (P13346 whole entry, looked up): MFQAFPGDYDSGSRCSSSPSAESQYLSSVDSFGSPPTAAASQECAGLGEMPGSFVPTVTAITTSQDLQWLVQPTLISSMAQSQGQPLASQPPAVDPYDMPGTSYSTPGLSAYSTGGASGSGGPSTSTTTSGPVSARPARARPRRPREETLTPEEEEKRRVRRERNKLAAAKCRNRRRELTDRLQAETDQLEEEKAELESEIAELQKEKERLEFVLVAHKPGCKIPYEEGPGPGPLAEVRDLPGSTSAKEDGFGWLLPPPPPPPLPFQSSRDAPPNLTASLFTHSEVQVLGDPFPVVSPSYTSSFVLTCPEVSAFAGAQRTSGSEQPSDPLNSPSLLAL
PKA-R2B activ: activators of PKA-R2B holoenzyme, primary screen, biochemical, fluorescence polarization, Cy5-IP20, human; cAMP-dependent protein kinase catalytic subunit beta (Homo sapiens) + cAMP-dependent …; PKA-R2B holoenzyme dissociation; R2B truncated from residue 108, S112A mutant; 0% DMSO only, 100% 113 µM cGMP; activation, % at 11.4 µM; actives 0.079% (n = 340,000); AID 504700, 2011;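 active means activation above a cutoff set at the mean over all compounds plus 3 SD, cut at about 18% in these data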;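 further: higher means more holoenzyme dissociation and a rise in polarization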
CDK5 inh: inhibitors of human CDK5/p35 kinase, primary screen, biochemical, single concentration; inhibition, % at 10 µM; Recombinant CDK5/p35, ADP-Glo luminescence, 60 min; actives 0.01% (n = 330,000); AID 488839, 2010; Cyclin-dependent kinase 5 (Homo sapiens) + Cyclin-dependent kinase 5 activator 1 (Homo …;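 active means highest replicate inhibition of at least 50% and at least 75% of replicates reaching 50%; inconclusive means only one of the two criteria met; inactive means both criteria failed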;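 further: plate controls were DMSO neutral control for no effect and GW8510 at 10 µM for full effect; many of its hits are not listed in these tables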
Target sequence (Q00535 whole entry, looked up): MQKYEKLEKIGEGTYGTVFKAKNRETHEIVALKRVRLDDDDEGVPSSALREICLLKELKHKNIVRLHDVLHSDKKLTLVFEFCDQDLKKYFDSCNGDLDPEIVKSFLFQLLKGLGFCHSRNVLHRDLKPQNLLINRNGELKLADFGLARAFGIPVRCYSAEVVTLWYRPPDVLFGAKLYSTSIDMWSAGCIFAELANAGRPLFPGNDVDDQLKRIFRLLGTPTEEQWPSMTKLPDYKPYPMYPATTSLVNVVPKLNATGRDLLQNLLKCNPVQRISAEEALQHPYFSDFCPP
Target sequence (Q15078 whole entry, looked up): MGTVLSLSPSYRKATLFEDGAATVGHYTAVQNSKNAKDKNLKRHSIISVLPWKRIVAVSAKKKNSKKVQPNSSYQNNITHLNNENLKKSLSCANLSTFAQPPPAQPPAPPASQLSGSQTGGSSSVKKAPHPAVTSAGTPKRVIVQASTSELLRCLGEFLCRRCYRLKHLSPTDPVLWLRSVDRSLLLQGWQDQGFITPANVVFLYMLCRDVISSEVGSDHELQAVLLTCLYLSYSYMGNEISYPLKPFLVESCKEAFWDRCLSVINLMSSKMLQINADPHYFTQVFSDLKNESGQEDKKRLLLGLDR
DSG3 Ab inh: inhibitors of pemphigus antibody binding to DSG3, primary screen, biochemical, bead-based, flow cytometry, scFv-GFP | Desmoglein-3 (Homo sapiens), P32926 | DSG3-coupled beads, scFv-anti-DSG3-GFP binding; active compounds read low | binding (percent of control), % at 10 µM | actives 0.48% (n = 310,000);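 active means binding more than 3 SD below its plate's average and above zero; inconclusive means below that plate limit but binding exactly zero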;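 further: hits lower antibody fragment binding to DSG3; some compounds called inactive have numbers as strong as hits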
Mot1-301 SUMO: yeast Mot1-301 growth rescue at high temperature, primary screen, SUMOylation pathway inhibitor project, S. cerevisiae, ATP luminescence, 38.5C. S. cerevisiae Mot1-301 growth rescue; percent above DMSO median, 100 means doubled. actives 1% (n = 320,000). growth rescue, % at 18.8 µM. AID 2716, 2010;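 active means every valid replicate shows activation above 250% relative to neutral control wells; inactive means the rest, any valid replicate at or below 250%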;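 further: OY570 slx delta 5 strain wells were the positive control but not used for scaling; some compounds called inactive have numbers as strong as hits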
NSD2 inh: NSD2 histone methyltransferase inhibitors, primary screen, biochemical, AlphaScreen, single concentration, set 2. Histone-lysine N-methyltransferase NSD2 (Homo sapiens), O96028. NSD2 peptide methylation, 120 min. inhibition, % at 12.5 µM. actives 0.54% (n = 310,000); in the data active means inhibition above about 50%
SR-BI DiI-HDL act: activators of SR-BI mediated DiI-HDL uptake, primary screen, ldlA[mSR-BI] CHO cells, DiI fluorescence. activation, % at 12.5 µM. 3 h; 100 = double the neutral-control signal. actives 0.096% (n = 320,000);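 active means mean replicate activation of at least 60% and every replicate at or above 60%; inconclusive means mean or all-replicate condition met, but not both; inactive means mean below 60% and not all replicates reaching 60%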;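 further: 0% = median plate neutral-control signal and 100% = twice that signal; values of inactives mirror those of a sister screen read the other way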
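Material: SR-BI-overexpressing, LDLR-lacking CHO cells | Dosing: Single compound concentration, delivered by pin transfer | Probe or stimulus: Labelled HDL, 10 µg/mL | Signal: Bottom-read cell fluorescence after medium removal, ex 550/em 595 nm | Schedule: 3 h, 37 °C | Evaluation: HDL uptake via cellular fluorescence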
SR-BI DiI inh: inhibitors of SR-BI mediated HDL lipid uptake, primary screen, ldlA[mSR-BI] cells, fluorescence, single point | ldlA[mSR-BI] CHO cells, DiI-HDL uptake fluorescence, 3 h | inhibition, % at 12.5 µM | actives 0.96% (n = 320,000) | AID 488896, 2010;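 active means mean replicate inhibition of at least 70% and a set share of replicates each scoring 70 or more; inconclusive means meets just one of the two criteria; inactive means fails both criteria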;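 further: 0% = median of neutral control wells and 100% = median of positive control wells; values of inactives mirror those of a sister screen read the other way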
PKA-R1A act: activators of PKA-R1A holoenzyme, primary screen, biochemical, fluorescence polarization, Cy5-IP20, bovine R1A, mouse PKAc. cAMP-dependent protein kinase type I-alpha regulatory subunit (Bos taurus) + …. activation, % at 11.4 µM. PKA-R1A dissociation; scaled: DMSO 0%, 113 µM cGMP 100%. actives 0.083% (n = 340,000);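 active means percent activation above the mean of all tested compounds plus 3 SD, cut at about 19% in these data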;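 further: higher means more PKAc released from R1A so a rise in polarization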
MITF TRPM1 HTS: activators of MITF-driven TRPM1 promoter reporter, primary screen, cell-based, SK-MEL-5, luciferase, single point; activation, % at 12.5 µM; SK-MEL-5 TRPM1-promoter luciferase, 24 h; % of positive control, neutral wells = 0; actives 0.75% (n = 300,000); AID 588334, 2011;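 active means mean activation of at least 80% with every replicate also reaching 80%; inconclusive means mean reaches 80% but some replicate falls short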;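 further: 0% = neutral control wells and 100% = parthenolide positive control wells; values of inactives mirror those of a sister screen read the other way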
Arr AP2 block: inhibitors of beta-arrestin/AP2 binding, primary screen, biochemical, GPCR trafficking, flow cytometry. AID 504490, 2011. inhibition, % at 10 µM. actives 0.31% (n = 340,000). FITC-arrestin peptide / GST-AP2 beads; AP2 beta2 appendage carries R879A mutation;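 active means inhibition above a set limit, near 3 SD of compounds lacking own fluorescence, cut at about 54% in these data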;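 further: plate controls were DMSO wells for no effect and 5 µM unlabelled arrestin peptide for full effect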
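Material – AP2 appendage R879A on GSH beads · Buffer or medium – PBS with 0.05% Tween 20 and 0.1% BSA · Probe or stimulus – fluorescein-tagged arrestin peptide at 50 nM final · Incubation – compound with beads 12 min RT, then probe 1 h RT · Detection – high-throughput flow cytometry of beads, ex 488, em 535 nm · Evaluation – percent response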
* hit, by the source's call; i = inactive; ? = inconclusive; · = not tested or not shown. Rows were taken by chance; 4.7% or so of the library scored in one or more.

dFosB activator	PKA-R2B activ	CDK5 inh	DSG3 Ab inh	Mot1-301 SUMO	NSD2 inh	SR-BI DiI-HDL act	SR-BI DiI inh	PKA-R1A act	MITF TRPM1 HTS	Arr AP2 block	SMILES
-4.7	-18.2	9.0	109.3	-2.5	-1.3	-21.3	21.3	-8.5	8.7	-0.1	O=C(COc1ccc(C(=O)NCCN2CCOCC2)cc1)Nc1cccc(C(F)(F)F)c1
1.6	-3.8	-0.7	97.6	-8.2	-2.3	-39.9	39.9	-5.1	0.0	6.7	Brc1ccc(-c2csc3ncnc(-n4nnc5ccccc54)c23)cc1
-15.3	-0.6	-1.4	103.0	-2.9	2.4	2.4	-2.4	4.6	-5.3	4.2	Cc1ccccc1S(=O)(=O)Cc1ccc(C(=O)NCCCN2CCC(C)CC2)o1
-6.9	8.5	-0.8	114.4	-7.1	0.3	2.2	-2.2	-12.0	7.0	-16.4	O=C(NCCCNC(=O)c1c(Cl)cccc1Cl)c1c(Cl)cccc1Cl
-3.9	-1.8	3.1	108.7	7.6	·	2.4	-2.4	10.1	-3.8	17.7	COc1ccc(-n2nc(C(=O)NCC(=O)NCC3COc4ccccc4O3)c3ccccc3c2=O)c(OC)c1 (centres undefined)
-1.9	-1.2	0.4	88.7	8.0	-1.1	16.8	-16.8	1.5	-0.6	5.2	CCNC(=O)c1ccc(NC(=O)CC2SC(N3CCCC3)=NC2=O)cc1 (centres undefined)
2.6	3.7	-1.9	104.7	155.5	0.0	30.3	-30.3	7.0	7.0	-3.0	Cc1ccc(S(=O)(=O)NCC(=O)OC2CCOC2=O)cc1 (centres undefined)
0.5	-4.9	-4.3	103.2	10.0	0.1	3.6	-3.6	10.4	-6.6	1.2	CC(C)(C)/C(O)=C(/C#N)c1nc2ccccc2[nH]1
-7.6	-1.8	0.6	97.7	-10.2	-0.8	16.8	-16.8	1.2	0.3	5.7	COc1cc(C(=S)N2CCOCC2)ccc1OS(=O)(=O)c1ccc(C)cc1
1.8	-7.8	-0.1	108.3	169.8	3.4	25.1	-25.1	2.9	8.3	-2.5	Cc1ccc(S(=O)(=O)N2CCN(C(=O)CC(C)C)CC2)cc1
-1.1	-5.4	1.6	86.3	-18.4	0.2	-4.1	4.1	-13.2	-0.9	5.0	NC(=O)Nc1cccc2ccccc12
0.9	-20.5	-0.1	105.7	·	-1.3	-5.4	5.4	-3.0	1.7	-11.0	Cc1cc(C)n2cc(CSc3nc4cc(Cl)ccc4o3)nc2n1
0.5	-5.8	0.5	99.6	23.0	-0.4	31.1	-31.1	-8.8	4.7	-5.4	O=S(=O)(/N=C(/Nc1cccnc1)c1ccccc1)c1ccc(F)cc1F
-6.3	12.4	1.7	99.6	87.6	·	-57.4	57.4	12.0	49.0	-2.5	CCOc1ccc(-c2nc(-c3ccccc3)no2)cc1OCC
-8.4	-2.1	0.5	101.9	·	12.6	-13.0	13.0	1.8	-6.6	10.6	COc1ccccc1CNC(=O)COC(=O)c1ccccc1-c1ccccc1
4.7	-5.6	0.9	·	0.5	-2.9	-5.6	5.6	-9.2	-2.5	27.8	CCN(CC(=O)Nc1cc(Cl)ccc1C)C(=O)CC1CCCC1
-5.6	2.9	-1.2	90.9	·	·	-2.7	2.7	1.1	7.0	7.4	COc1ccc2c(C)cc(=O)oc2c1
2.1	-2.2	1.9	90.1	-13.7	-0.3	15.7	-15.7	4.5	8.8	10.3	COc1ccc(CNC(=O)COC(=O)/C=C/c2cccc(Cl)c2)cc1
2.1	-9.8	0.9	105.0	197.9	2.5	-6.2	6.2	-0.5	129.1*	3.2	Cc1cccc(N/N=C/c2ccncc2)c1
-3.4	4.8	1.3	104.8	-3.1	·	10.1	-10.1	-0.4	·	2.2	Cn1c(SCC(=O)N2CCCCC2)nc2c([nH]c3ccccc32)c1=O
-1.4	-1.2	2.3	95.6	168.5	-0.9	24.5	-24.5	2.8	-1.2	-8.5	CC(C)(C)N1C(=O)c2ccc(C(=O)Nc3cc(C(=O)O)cc(C(=O)O)c3)cc2C1=O
2.1	-2.1	1.1	102.7	-1.7	-2.4	-3.0	3.0	-9.4	-0.7	-19.7	CC(C)NC(=O)[C@H]1N2C(=O)c3ccccc3C2SC1(C)C (some centres undefined)
-4.8	-0.2	-1.7	101.7	38.3	24.2	·	·	-17.8	65.2	-10.1	CC(Cc1ccccc1)C(=O)Nc1ccc(Br)cc1 (centres undefined)
-4.7	5.4	-0.8	100.2	·	0.7	-5.3	5.3	-10.9	·	3.4	O=C1c2ccc(-c3nc4ccccc4o3)cc2C(=O)N1Cc1ccccc1
1.3	-1.1	0.4	109.8	7.1	1.5	-4.2	4.2	-3.8	-3.5	11.1	COC(=O)c1oc2ccc(Br)cc2c1-n1cccc1
?	-3.5	-0.9	91.1	-12.0	-1.1	-20.1	20.1	-9.7	8.8	32.7	Cc1ccc(OCc2ccc(C(=O)Nc3ccc(S(N)(=O)=O)cc3)o2)cc1
-10.1	4.8	2.3	103.8	3.6	7.5	-1.3	1.3	8.5	76.6	-1.0	CC1CCN(c2ccc(C(=O)NCc3cccs3)cn2)CC1
0.5	-8.5	-1.2	104.5	8.3	-1.2	-4.6	4.6	-9.4	-9.3	-17.4	CC(C)c1cccc(C(C)C)c1NC(=O)COC(=O)[C@H](C)NC(N)=O
-2.1	-17.9	-1.2	103.3	11.2	-0.7	27.0	-27.0	-0.2	-6.5	-19.8	O=C(Nc1ccnn1C1CCN(Cc2ccc(Cl)cc2)CC1)C1CCCC1
0.9	-12.0	1.1	110.8	79.4	·	11.0	-11.0	-10.2	39.3	11.7	Cc1ccc(P(=Nc2ccccc2)(N2CCOCC2)N2CCOCC2)o1
-1.5	1.0	-1.0	92.0	-9.4	-0.9	-14.8	14.8	-2.7	1.1	10.2	Cc1cccc(NC(=O)NNS(=O)(=O)c2ccc(F)cc2)c1
5.6	-7.6	1.0	103.6	-0.2	0.5	-5.2	5.2	-8.8	3.5	-1.2	CC1COC(=O)C(NNc2ccc(Cl)c(Cl)c2)=N1 (centres undefined)
-3.1	2.5	-1.9	·	5.0	-3.6	·	·	-5.4	5.2	0.1	O=C(CN(C(=O)CCC(=O)Nc1nccs1)c1ccccc1F)NCC1CCCO1 (centres undefined)
-1.0	-9.1	-0.2	108.7	998.3	4.2	7.2	-7.2	-18.5	6.7	6.8	O=C(Nc1cc(Cl)ccc1Cl)C1CCCO1 (centres undefined)
-5.7	-8.1	-0.2	106.4	·	·	19.6	-19.6	-5.2	7.3	6.3	CCN1C[C@@H]2[C@@H]3C(=O)N(Cc4ccccc4)C(=O)[C@@H]3[C@](Cc3ccccc3)(C1=O)N2C(=O)c1ccc(C)cc1
-8.0	-6.8	-1.6	105.9	-18.3	2.1	-7.5	7.5	-5.4	-10.5	-8.6	Fc1ccc(N/N=C2/CC(c3ccccc3)Oc3ccccc32)c(F)c1 (centres undefined)
-23.0	-2.4	0.8	121.3	-0.6	-3.1	22.6	-22.6	-2.5	-3.7	-0.4	CCOCCc1nnc(NC(=O)C(C)Oc2ccccc2)s1 (centres undefined)
-2.2	6.3	0.7	100.6	·	20.9	40.5	-40.5	7.2	0.3	-3.5	O=C(COC(=O)c1ccc(C(F)(F)F)cc1)NC(=O)NC1CCCC1
-14.8	3.2	0.5	100.1	6.1	·	-5.2	5.2	6.4	4.6	-6.7	Cc1ccc(-n2c(=O)[nH]cc(C(=O)Nc3ccc4c(c3)OCCO4)c2=O)cc1C
-4.9	2.6	0.1	93.6	-5.7	-0.4	2.6	-2.6	2.4	-0.4	-12.2	O=C(c1cccnc1)N1CCN(Cc2ccc3ccccc3c2)CC1
-17.7	-3.6	1.4	105.1	i	1.7	-21.2	21.2	-3.6	-0.4	23.6	CCOc1cc(CNCCN(C)C)c(Cl)cc1OCC(=O)NCCc1ccccc1
2.2	-15.8	0.5	104.9	9.5	·	·	5.5	4.6	33.6	27.4	Nc1ccccc1SCC(=O)Nc1ccc2c(c1)OCO2
-9.6	-13.4	-0.4	·	·	2.0	5.8	-5.8	-8.6	0.6	9.5	COCCN(CC(=O)Nc1cccc(S(=O)(=O)N2CCCC2)c1)Cc1nc2ccccc2c(=O)[nH]1
2.5	7.1	-0.4	96.6	-11.1	6.6	-22.4	22.4	3.4	-16.3	4.2	O=C(CN1CCN(Cc2ccc(Cl)cc2)C1=O)NCCCN1CCN(c2ccc(F)cc2)CC1
3.0	-0.6	-0.8	·	-18.5	·	-2.2	2.2	-3.2	4.8	-0.6	Cc1nnc(NCc2ccco2)s1

Looked up above:
MITF TRPM1 HTS with `COCCN(CC(=O)Nc1cccc(S(=O)(=O)N2CCCC2)c1)Cc1nc2ccccc2c(=O)[nH]1` is entered as 0.6
NSD2 inh with `O=C(CN1CCN(Cc2ccc(Cl)cc2)C1=O)NCCCN1CCN(c2ccc(F)cc2)CC1` is entered as 6.6
